Mtb RmlCD inh – M. tuberculosis RmlC/RmlD inhibition; P9WH09+P9WH11; RmlC+RmlD coupled enzyme assay, percent inhibition; primary screen in compound mixtures; inhibition, % at 3.6 µM; 0.03% of 160,000 active; AID 1533; in the data active = inhibition mostly above about 34%, no sharp cut-off; also: some results filed as inactive read as strong as hits
Target sequence (P9WH09 whole entry, looked up): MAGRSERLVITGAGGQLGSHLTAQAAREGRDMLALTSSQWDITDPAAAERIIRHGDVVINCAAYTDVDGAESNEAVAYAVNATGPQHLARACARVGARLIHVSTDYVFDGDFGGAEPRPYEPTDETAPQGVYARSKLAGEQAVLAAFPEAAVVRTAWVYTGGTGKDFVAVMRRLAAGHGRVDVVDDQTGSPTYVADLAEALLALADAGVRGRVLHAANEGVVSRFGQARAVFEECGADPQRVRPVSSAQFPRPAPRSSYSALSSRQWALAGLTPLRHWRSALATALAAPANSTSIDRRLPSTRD
Target sequence (P9WH11 whole entry, looked up): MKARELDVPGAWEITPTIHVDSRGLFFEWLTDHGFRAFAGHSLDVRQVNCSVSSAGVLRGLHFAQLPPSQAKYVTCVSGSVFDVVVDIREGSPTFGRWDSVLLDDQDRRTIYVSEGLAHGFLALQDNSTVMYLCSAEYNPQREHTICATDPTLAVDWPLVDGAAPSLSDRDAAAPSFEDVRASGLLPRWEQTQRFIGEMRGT
GlmU inhibition – inhibition of mycobacterial GlmU enzyme – biochemical, glucosamine-1-phosphate acetyltransferase (AID 1376); M. tuberculosis GlmU acetyltransferase enzyme assay; higher % means a stronger effect; inhibition, %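 (tested at 30 µM in the primary screen)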; hits with a dose series show IC50 in µM; 0.25% of 220,000 active; in the data active = inhibition above about 13%;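 also: 0% = complete reaction with vehicle and 100% = reaction without substrate; strong numbers were not always called active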
An asterisk follows results filed as active; . = no result given. Some of the compounds tested; the hit share may differ from the screen's.

compound	Mtb RmlCD inh	GlmU inhibition
COc1cccc(-c2cc(C(=O)Nc3cc(C)on3)no2)c1	.	3.5%
COC(=O)c1ccc(-n2c(C)cc(C(=O)COC(=O)CNS(=O)(=O)c3ccc(C)cc3)c2C)cc1	.	6.1%
CC(=O)Nc1ccc2c(COC(=O)[C@H](C)N3C(=O)C4CCCCC4C3=O)cc(=O)oc2c1 (stereo not given in full)	-1	0.8%
Cc1cccc(NC(=O)C(=O)NCCCc2ccccc2)c1	-11	-1.6%
COc1ccc2nc(Nc3nc4cc5c(cc4s3)OCCO5)sc2c1	-1	-5.7%
CC(C)n1c(-c2cccs2)nc2ccccc21	.	1.9%
COC(=O)c1sc2ncn(N)c(=O)c2c1C	-1	-3.4%
C=C(Cl)COc1cc(C)cc2oc(=O)cc(CC)c12	.	1.5%
Cc1ccc(CSc2nc3ccccc3c(=O)[nH]2)cc1	-3	4.6%
O=C(NCc1ccncc1)C1CCN(S(=O)(=O)Cc2ccccc2)CC1	.	-4.1%

(next part)
compound	Mtb RmlCD inh	GlmU inhibition
C=CCn1c(SCC(=O)Nc2cc(C)on2)nc2sc(CC)cc2c1=O	8	0.9%
N#CC1=C(S)N(c2ccccc2)C(c2ccc(-c3ccc(Cl)c(Cl)c3)o2)NC1=O (stereo not given)	.	6.0%
CCOC(=S)SCC(=O)N1CCc2cc(OC)ccc2C1C1C(=O)CCCC1=O (stereo not given)	22	5.6%
COc1ccc(C(=O)C2C(c3ccc(-c4ccccc4[N+](=O)[O-])o3)NC(=O)NC2(O)C(F)(F)F)cc1 (stereo not given)	12	-6.7%
Cc1noc(C)c1COC(=O)CNC(=O)c1cccc(F)c1	3	-0.8%
CC(C)(C)CN1CCNC(=O)C1CC(=O)NCCc1cnn(-c2ccccc2)c1 (stereo not given)	-7	-6.0%
CCCCC(=O)Nc1nc2c(OC)ccc(OC)c2s1	12	1.2%
C/C(N)=C(/C#N)C(=O)COC(=O)c1ccc(C)c(S(=O)(=O)N2CCCCC2)c1	0	1.2%
COc1ccc(NC(=O)COC(=O)c2ccc(NS(=O)(=O)/C=C/c3ccccc3)cc2)cc1	9	-4.8%
Cc1cccc(NC(=O)c2cc(NC(=O)c3ccco3)ccc2N2CCCCC2)c1	-9	-1.1%

Following part
compound	Mtb RmlCD inh	GlmU inhibition
CC1(C)CC(NC(=O)C(=O)NCCc2ccc(Cl)cc2)CC(C)(C)N1	9	-1.3%
C=CCSc1nc(C)cc2c1C(=O)OC2	13	2.1%
Cn1c2ccccc2c2cnn(CC(=O)Nc3cccc(F)c3)c(=O)c21	12	-6.1%
CC(Cc1ccccc1)NC(=O)CN1CCCC1=O (stereo not given)	9	1.4%
Cc1cc(C)cc(Nc2ccc(C(=O)O)cc2N)c1	-7	0.9%
CC1CCN(S(=O)(=O)c2cnc(Cl)c(Br)c2)CC1	1	-3.3%
NC(=O)c1ccc(N=Cc2c(O)n(Cc3ccco3)c(=O)[nH]c2=O)cc1	-7	2.3%
O=C(Nc1nc2ccccc2s1)C1=NN(c2ccccc2)C(=O)CC1	3	9.5%
O=C(NC1=NCCS1)c1cc(-c2ccc(-c3ccccc3)cc2)nc2ccccc12	-4	-4.1%
COc1ccccc1CNC(=O)CCN1C(=O)COc2ccc(C)cc21	.	2.4%

Rewritten with values under each structure: entries from further up
Every second line gives: Mtb RmlCD inh | GlmU inhibition
- C=CCSc1nc(C)cc2c1C(=O)OC2
  13 | 2.1%
- CC1(C)CC(NC(=O)C(=O)NCCc2ccc(Cl)cc2)CC(C)(C)N1
  9 | -1.3%

Other records.
compound	Mtb RmlCD inh	GlmU inhibition
Cc1ccc(-c2noc(CCC(=O)NC3CCCc4ccccc43)n2)cc1 (stereo not given)	.	-0.6%
CCOC(=O)Cc1nnc(NC(=O)CSc2nc3ccccc3[nH]2)s1	3	-0.8%
Cc1ccc(-n2c(SCC(N)=O)nc(O)cc2=O)cc1	-3	4.9%
Nc1ccc(S(=O)(=O)Nc2ccc(Cl)nn2)cc1	10	2.7%
CC(C)Oc1nnnn1-c1ccccc1	.	-2.6%
Cc1ccc(C(C)C)c(OCCCN(C)Cc2ccccc2)c1	-5	-2.3%
OCCCn1c(C2CCCN2c2nc(-c3ccc(Cl)cc3)cs2)nc2cc(Cl)c(Cl)cc21 (stereo not given)	.	1.3%
CC(=O)NCc1nnc2c3ccccc3c(-c3ccccc3)nn12	-9	-1.1%
CC(=O)NNC(=O)c1ccncc1	.	3.5%
Cc1onc(-c2c(Cl)cccc2Cl)c1C(=O)NNC(=O)c1c(-c2c(Cl)cccc2Cl)noc1C	-10	6.8%

(cont.)
compound	Mtb RmlCD inh	GlmU inhibition
CC(C)CCn1c(N)c(C(=O)NCc2cccs2)c2nc3ccccc3nc21	62	3.7%
CCCC(C(=O)NCc1ccc(OC)cc1)N(Cc1ccco1)C(=O)c1snc(C(N)=O)c1N (stereo not given)	.	-0.4%
O=[N+]([O-])c1ccc(N/N=C\c2cccn2-c2ccccc2)nc1	8	.
CCn1cc(C2=NC(C(C)C)CO2)c2ccccc21 (stereo not given)	-8	-1.3%
c1coc(-c2ccnc(-c3ccncc3)n2)c1	.	1.0%
COc1ccc(CCNC(=O)c2ccc(N(C)S(=O)(=O)c3ccc(C)cc3)cc2)cc1OC	-6	5.7%
CCC(C)[C@@H](CN(N=O)[C@@H](Cc1ccccc1)CN(C)N=O)N(CCc1ccccc1)N=O (stereo not given in full)	.	-2.1%
Cc1cccc(C)c1NC(=O)CN(C)CC(=O)Nc1cc(Cl)ccc1C#N	12	-6.8%
CN(C)c1ccc(/C=N\Nc2nc(-c3ccccc3)cc(=O)[nH]2)cc1	.	-1.7%
OCCN(CCO)Cc1csc2ccccc12	7	3.7%

(listing goes on)
compound	Mtb RmlCD inh	GlmU inhibition
Cn1c(=O)c2c(nc(CN3CCC(C(N)=O)CC3)n2Cc2c(Cl)cccc2Cl)n(C)c1=O	-6	2.0%
CCOc1ccccc1/C=N\Nc1cnn(Cc2ccccc2)c(=O)c1Cl	2	-1.7%
Cc1cccc(NC(=O)c2nc[nH]c2C(=O)NCC(=O)OC(C)(C)C)c1	-8	1.9%
COCCN(CCOC)S(=O)(=O)c1ccc(C(=O)NCCCN2CCOCC2)cc1	4	-2.1%
Cc1ccsc1/C=N/NC(=S)NCc1ccccc1	-9	0.6%
O=[N+]([O-])c1ccc(F)cc1OCc1nc(-c2cccs2)no1	-8	-7.9%
COC(=O)CSc1nc2[nH]ncc2c(=O)[nH]1	13	-2.1%
CCOC(=O)C1=C(C)OC(N)=C(C#N)C1c1cc(SCC)oc1C (stereo not given)	-1	1.1%
CCOC(=O)c1nnsc1Nc1ccc(C)c(C)c1	9	6.8%
O=C(CCc1ccccc1)Nc1ccc(S(=O)(=O)N2CCOCC2)cc1	-8	-3.9%

The results go on:
compound	Mtb RmlCD inh	GlmU inhibition
CCc1cccc(C)c1NC(=O)CN1C(=O)c2ccccc2S1(=O)=O	12	-2.6%
CN1/C(=C/C(=O)c2nc(S(C)(=O)=O)ncc2Cl)C(C)(C)c2ccccc21	.	-1.3%
CCOC(=O)C1CCCC(NS(=O)(=O)c2ccc(NC(C)=O)cc2)C1 (stereo not given)	.	7.1%
S=C1NC2=C(CCCC2)C2(CCCCC2)N1	.	-2.9%
CCN(CC)CCC(=O)c1ccc(F)cc1	-7	-4.2%
Cc1c(Br)cc(C(=O)NCc2ccco2)c(C)c1C	.	-6.1%
Cc1ccc(-c2c(C)sc3ncn(CC(=O)N4CCOCC4)c(=O)c23)cc1C	2	2.3%
CC(C)OC(=O)CSc1nnc(-c2ccc(C(C)(C)C)cc2)n1N	.	3.8%
Cc1ccc(N2C(=O)c3ccccc3C2Nc2ccc(S(=O)(=O)N3CCCCC3)cc2)nc1 (stereo not given)	6	-0.8%
Cn1c(CCN2CCN(c3ccc(F)cc3)CC2)nc2cc(NC(=O)c3ccco3)ccc21	.	-0.3%

(listing goes on)
compound	Mtb RmlCD inh	GlmU inhibition
Cc1nn(-c2ccccc2)c(C)c1NC(=O)COc1ccc(Br)cc1Cl	3	-1.5%
Cc1cccc(C)c1NC(=S)N(CCc1ccncc1)C(C)C	-8	2.4%
COc1ccc2c(=O)c(-c3ccccc3C)c(C)oc2c1	-3	-2.5%
COc1ccc2[nH]c(=O)c(CN(CCO)S(=O)(=O)c3ccc4c(c3)OCCO4)cc2c1	11	.
COc1ccc([N+](=O)[O-])cc1NC(=O)COC(=O)C=C(C)C	.	-5.7%
COC(=O)/C(=C\Nc1cccc(Cl)c1C)c1ncc(C(F)(F)F)cc1Cl	7	-0.5%
Cc1nc(SCC(=O)NCc2cccs2)nc(C)c1C	-13	1.9%
N/C(=N\OC(=O)CCCN1C(=O)c2ccccc2C1=O)c1ccccn1	.	-4.3%
COc1ccc(-c2c(C#N)c(SCc3c(C)noc3C)nc3c2C(=O)CC(C)(C)C3)cc1	-10	.
c1ccc(N2CCN(c3ncnc4scc(-c5cccs5)c34)CC2)cc1	-8	-1.6%

Remaining list, next part:
Structure | Mtb RmlCD inh | GlmU inhibition
CCC(=O)OCc1c(C(F)(F)F)nn(C)c1Sc1ccc(F)cc1 | 12 | 6.5%
O=C(NCCCN1CCOCC1)c1cc2c(s1)CCCC2 | 10 | 1.0%
CCc1ccc(OCC(O)CN2CCC(CN3C(=O)c4cccc5cccc(c45)C3=O)CC2)cc1 (stereo not given) | . | -11%
C=CCNC(=S)/C(=C(/[O-])c1ccc([N+](=O)[O-])cc1)[n+]1ccccc1 | 12 | 3.4%
O=C1C(Cl)=C(Nc2ccc(F)cc2)C(=O)N1CCc1ccccc1 | -11 | -4.2%
Cc1ccc(-c2cnn(-c3cccc([N+](=O)[O-])c3)c2N)cc1 | 4 | 2.2%
N#CCOc1ccc2oc(-c3ccco3)cc(=O)c2c1 | 3 | -0.9%
Cc1ccc(/C(O)=C2/C(=O)C(=O)OC2c2ccc(Cl)cc2)cc1 (stereo not given) | . | 4.3%
Cc1ccc(NC(=O)NN2CCOCC2)cc1 | . | 2.1%
O=C(O)c1ccccc1NC(=O)N1CCOCC1 | -5 | -4.2%

Some of the entries above, reformatted.
O=C(NCCCN1CCOCC1)c1cc2c(s1)CCCC2
  Mtb RmlCD inh = 10	GlmU inhibition = 1.0%
CCc1ccc(OCC(O)CN2CCC(CN3C(=O)c4cccc5cccc(c45)C3=O)CC2)cc1 (stereo not given)
  Mtb RmlCD inh = .	GlmU inhibition = -11%
C=CCNC(=S)/C(=C(/[O-])c1ccc([N+](=O)[O-])cc1)[n+]1ccccc1
  Mtb RmlCD inh = 12	GlmU inhibition = 3.4%

Next section:
Structure | Mtb RmlCD inh | GlmU inhibition
COc1ccc(-n2c(COc3cccc4ccccc34)nnc2SCC#N)cc1 | . | -0.3%
CCOC(=O)/C=c1\s/c(=C\c2ccc(C(F)(F)F)cc2)c(=O)n1CC(=O)NCc1ccco1 | -6 | 0.2%
CC1CCCN(Cc2c(O)ccc3c4c(c(=O)oc23)CCCC4)C1 (stereo not given) | . | -0.8%
CC(=O)Nc1ccc(N2C(=O)CSC2c2c(F)cccc2Cl)cc1 (stereo not given) | . | -5.4%
O=C(c1ccc(Cl)c([N+](=O)[O-])c1)N(Cc1cccc(Cl)c1)C1CCS(=O)(=O)C1 (stereo not given) | 2 | 7.2%
CCN(CC)CCn1c(NCc2ccccn2)nc2ccccc21 | -11 | -0.5%
CCC(=O)Nc1ccc(-c2nnc(SCC(=O)Nc3nccs3)n2C)cc1 | -4 | 0.3%
COc1ccccc1Nc1nc(C)cc(=O)[nH]1 | 13 | 4.7%
C/C(=N\NC(=O)c1ccc(Cl)cc1)c1cccs1 | 2 | 2.2%
COC(F)(C(=O)Nc1ccc2c(c1)C(=O)NC2=O)C(F)(F)F (stereo not given) | 3 | 5.1%

At a glance, part of the list above.
Structure | Mtb RmlCD inh | GlmU inhibition
CCC(=O)Nc1ccc(-c2nnc(SCC(=O)Nc3nccs3)n2C)cc1 | -4 | 0.3%
COc1ccccc1Nc1nc(C)cc(=O)[nH]1 | 13 | 4.7%
C/C(=N\NC(=O)c1ccc(Cl)cc1)c1cccs1 | 2 | 2.2%
COC(F)(C(=O)Nc1ccc2c(c1)C(=O)NC2=O)C(F)(F)F (stereo not given) | 3 | 5.1%

Continued:
Structure | Mtb RmlCD inh | GlmU inhibition
O=C(NS(=O)(=O)Oc1ccc(F)c(Cl)c1)OC[C@@H]1CCCN2CCCCC12 (stereo not given in full) | 3 | -2.5%
c1ccc(OCCCCN2CCOCC2)cc1 | -6 | 5.1%
OCCCn1c(-c2ccccc2)csc1=Nc1ccccc1 | 5 | -0.9%
CC(C)CC(=O)NC(=S)Nc1cccc2nsnc12 | 4 | 10.0%
O=C(CCC1CCCCC1)Nc1ccc(C(=O)c2ccncc2)cc1 | -8 | -1.1%
CN1CCc2c(sc3c2C(=O)NC(c2ccccn2)N3)C1 (stereo not given) | -8 | -1.5%
CN1C(=S)SC(/[N+]([O-])=C/c2c(F)cccc2Cl)C1(C)C (stereo not given) | 2 | 3.2%
CCCCCCC(=O)N/N=C/Cc1ccccc1 | 3 | 4.7%
O=C(CSc1ncccn1)N/N=C/c1cccc(OC2CSC2)c1 | -2 | -5.1%
O=C(CN1CCOCC1)NC1CC2CCC1C2 (stereo not given) | -1 | -6.3%

Additional entries:
Structure | Mtb RmlCD inh | GlmU inhibition
CCCCOc1c(Br)cc(/C=C2\N=C(C)OC2=O)cc1OCC | 1 | 2.7%
C[C@H](NC(=O)c1nc[nH]c1C(=O)N[C@@H](C)c1ccccc1)C(=O)OC(C)(C)C | . | 1.5%
O=C(COC(=O)c1ccccc1C(=O)c1ccc(Cl)cc1)NCCc1ccccc1 | -5 | -0.2%
S=c1[nH]c2ncccc2o1 | 2 | 11%
CCOC(=O)c1c(C)n(CCN2CCN(C)CC2)c2ccc(OC)cc12 | 70 | -4.7%
O=C(CSc1nc2ccccc2[nH]1)NCc1ccc(F)cc1 | 4 | -1.5%
CCCCCOc1ccc(NC(=O)C(=O)NCCC2=CCCCC2)cc1 | -48 | -0.1%

Screening results (PubChem BioAssay)
